Bioassay records deposited in PubChem by several laboratories.
E-sel TNF inh: blocks E-selectin expression induced by TNF alpha; HUVEC TNFa-induced E-selectin immunofluorescence, high content; inhibition, % at 2 µM; actives 0.71% (n = 120,000); AID 1246;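 active = inhibition above the batch mean plus 3 SD, and confirmed as a hit on visual image review, cut at about 43% in these data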;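 also: 0% = TNF-stimulated DMSO wells and 100% = unstimulated control wells; not every result past the cut was called active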
bCat KO growth: beta-catenin-lacking colon tumor cell growth suppression; viability, % at 10 µM; AID 818; actives 1.5% (n = 140,000); HCT116 beta-catenin knockout viability, CellTiter-Glo, 60 h; active compounds read low;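 active = viability at or under a set limit, the compound median less 4 SD, cut at about 6% in these data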;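 also: 0% = Hyamine 1622 control at 20 µM and 100% = untreated cell control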
GALR2 blocker: GALR2 (human) receptor antagonism | AID 828 | actives 0.39% (n = 140,000) | GALR2-expressing cells, antagonist mode | O43603 | inhibition, % at 4 µM; in the data active = inhibition above about 27%;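 also: cells stimulated with galanin 1-16 at roughly its EC80; 0% = agonist challenge control and 100% = basal control without agonist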
Target sequence (O43603 whole entry, looked up): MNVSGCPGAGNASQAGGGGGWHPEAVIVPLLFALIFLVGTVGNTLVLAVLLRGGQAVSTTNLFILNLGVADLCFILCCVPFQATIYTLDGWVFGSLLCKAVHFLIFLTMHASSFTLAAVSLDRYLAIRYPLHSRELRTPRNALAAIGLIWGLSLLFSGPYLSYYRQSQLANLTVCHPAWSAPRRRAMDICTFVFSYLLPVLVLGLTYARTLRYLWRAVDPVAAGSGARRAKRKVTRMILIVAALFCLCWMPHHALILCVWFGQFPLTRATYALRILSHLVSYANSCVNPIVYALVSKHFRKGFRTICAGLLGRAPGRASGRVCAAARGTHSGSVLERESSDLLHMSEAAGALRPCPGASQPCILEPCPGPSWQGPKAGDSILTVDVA
Yeast lifespan up: yeast lifespan extension; S. cerevisiae growth with nicotinamide, OD615; deaD strain in restrictive glucose medium; inhibition of the nicotinamide effect, % at 10 µM; actives 0.68% (n = 130,000);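 active = inhibition above a set limit, placed 3 SD over the median of all compounds, cut at about 26% in these data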;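 also: 0% = nicotinamide-treated wells and 100% = cells grown without nicotinamide; some compounds called inactive have numbers as strong as hits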
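Measured by: optical density (absorbance) at 615 nm; System: modified budding yeast, DeaD strain; Medium: restrictive CSMM-D dextrose medium; Timing: 4 h preincubation then 48 h treatment at 30 °C.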
NPY Y2 blocker: antagonists of human neuropeptide Y receptor Y2. P49146. NPY-Y2 expressing cells, antagonist mode. inhibition, % at 2.7 µM. actives 0.99% (n = 140,000); in the data active = inhibition above about 17%;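 also: 0% = vehicle with agonist challenge and 100% = reference antagonist with challenge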
Target sequence (P49146 whole entry, looked up): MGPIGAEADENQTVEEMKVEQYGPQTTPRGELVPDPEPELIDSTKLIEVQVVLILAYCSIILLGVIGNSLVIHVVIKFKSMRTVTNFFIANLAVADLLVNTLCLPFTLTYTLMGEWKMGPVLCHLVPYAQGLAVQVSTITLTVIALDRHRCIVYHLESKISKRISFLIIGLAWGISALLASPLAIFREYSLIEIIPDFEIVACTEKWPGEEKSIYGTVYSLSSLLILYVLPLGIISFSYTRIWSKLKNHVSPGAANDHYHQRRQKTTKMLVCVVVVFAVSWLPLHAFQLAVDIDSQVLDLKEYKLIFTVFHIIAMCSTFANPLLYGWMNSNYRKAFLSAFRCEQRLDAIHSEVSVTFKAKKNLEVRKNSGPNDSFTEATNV
Measles CPE: protection of cells from measles virus | actives 1.5% (n = 140,000) | Measles virus-infected cells, CPE protection, absorbance | protection (pct of control), % at 4 µM; in the data active = protection mostly above about 24%, no sharp cut-off; inactive = mostly below about 26%; also: some compounds called inactive have numbers as strong as hits
Phagocytosis inh: blocks phagocytosis by macrophages. J774A.1 macrophage IgG-bead phagocytosis, imaging. inhibition, % at 5 µM. actives 0.07% (n = 110,000). AID 1029;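 active = inhibition above the mean of the plate negative controls plus 5 SD, cut at about 13% in these data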;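 also: phagocytic index as fraction of beads internalized from green versus red external bead signal; plate controls were DMSO negative control for no effect and cytochalasin-D positive control for full effect; some results beyond the cut were filed as inactive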
Yeast growth inh: reduces growth of yeast BB579 in restrictive medium; S. cerevisiae BB579 growth, OD615, 48 h; inhibition, % at 10 µM; actives 0.51% (n = 140,000); AID 804;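 active = inhibition above a set limit, 3 SD over the mean compound inhibition, cut at about 44% in these data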; also: inactives centre near -24
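Assay system: S. cerevisiae DeaD strain BB579 yeast. Medium: CSMM-D restrictive synthetic medium containing dextrose (glucose). Times: 4 h cell preincubation, 48 h compound exposure, 30 °C humidified. Signal: OD615 turbidity measurement. Benchmarks: positive control amphotericin B 10 µg/mL.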
MRP-1 activ: MRP-1 activation | actives 0.61% (n = 140,000) | H69AR cells + doxorubicin, viability rescue, CellTiter-Glo | viability increase, % at 10 µM;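 active = viability gain under doxorubicin at or above a set limit, the compound median plus 3 SD, cut at about 4.7% in these data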;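 also: MRP-1 overexpressing cells given doxorubicin 25 µM after compound pretreatment; 18-22 h compound pretreatment then 72 h with doxorubicin before readout; 0% = doxorubicin-only wells and 100% = vehicle-treated cells without doxorubicin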
PTEN del growth: suppresses growth of cells with PTEN deletion; HCT116 PTEN-null viability, CellTiter-Glo, 60 h; active compounds read low; viability, % at 10 µM; actives 1.2% (n = 140,000); AID 827;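 active = viability at or below a set limit, 4 SD under the median of all tested compounds, cut at about 3.7% in these data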;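 also: PTEN knockout HCT116 line with beta catenin targeted HCT116 as companion control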
* = called active by the depositor; nt = no result given.

(1) CC(SCc1ccccc1)C(=O)Nc1ccccc1-c1ccccc1 (stereo not given)
(2) Cc1cccc(NC2=NCC(=O)N2CCc2ccccc2)c1
(3) COC(=O)CSc1nnc(-c2ccncc2)o1
(4) CC1CCC(NC(=O)CN2CCCN(Cc3ccc(F)cc3Cl)C2=O)CC1 (stereo not given)
(5) CCCCNc1ccccc1C(=O)OCC(=O)Nc1ccc(S(N)(=O)=O)cc1
(6) CC(=O)Nn1c(C)nnc1-n1nc(C)cc1C

entry no.,1,2,3,4,5,6
E-sel TNF inh,7,-5,0,nt,9,nt
bCat KO growth,80,99,103,71,87,100
GALR2 blocker,-9,11,-3,-6,3,11
Yeast lifespan up,3,-17,-13,-8,-10,-7
NPY Y2 blocker,8,2,2,1,0,0
Measles CPE,24,19,2,16,7,9
Phagocytosis inh,-7,nt,0,-2,-1,1
Yeast growth inh,-4,-28,-21,-8,-20,-68
MRP-1 activ,-3.9,-1.7,-0.3,3.9,-1.0,0.4
PTEN del growth,69,95,102,70,87,100

Values in list order from above:
Compounds 1–6 in GALR2 blocker: -9, 11, -3, -6, 3, 11

(next part)
(7) COc1ccc(CCNC(=O)CCn2c(=O)oc3ccccc32)cc1
(8) COc1ccccc1NS(=O)(=O)c1cc(NC(=O)CNC(=O)c2ccc(C)s2)ccc1Cl
(9) O=C(NC(=S)Nc1ccccc1N1CCOCC1)c1sc2ccccc2c1Cl
(10) COc1ccccc1NC(=O)COc1ccc(/C=N/NS(=O)(=O)c2ccc(C)cc2)cc1
(11) CCN(C(=O)c1cc2cccc(OC)c2oc1=O)C1CCCCC1
(12) COc1ccccc1OCC(=O)NCCSCc1ccc(Cl)cc1

entry no.,7,8,9,10,11,12
E-sel TNF inh,-15,nt,nt,-22,12,nt
bCat KO growth,98,95,87,84,93,99
GALR2 blocker,6,19,-2,5,4,-2
Yeast lifespan up,-5,0,8,-19,nt,-4
NPY Y2 blocker,3,-1,3,2,2,8
Measles CPE,15,11,4,22,4,2
Phagocytosis inh,-1,nt,-2,-2,nt,13
Yeast growth inh,-31,-6,-40,-16,-1,-8
MRP-1 activ,-1.9,1.7,-1.9,-3.6,-0.9,-2.6
PTEN del growth,97,99,86,81,96,89

(13) Clc1nc2sccn2c1/C=N/n1cnc2ccccc21
(14) O=C1CN(CC(=O)N2CCCCC2)c2ccccc2O1
(15) CCN(CC)S(=O)(=O)c1ccc(NC(=O)C(C)N(c2ccc(OC)cc2)S(C)(=O)=O)cc1 (stereo not given)
(16) CN(C)C(=O)C[n+]1ccc(/C=N/O)cc1
(17) CCOc1cc(C2NC(=S)NC(C)=C2C(=O)Nc2ccc(OC)cc2)ccc1O (stereo not given)
(18) CC1CN(C(=O)/C=C/c2ccc3c(c2)OCO3)CC(C)O1 (stereo not given)

entry no.,13,14,15,16,17,18
E-sel TNF inh,39,-16,7,nt,nt,nt
bCat KO growth,95,51,93,92,98,96
GALR2 blocker,20,10,6,11,6,-3
Yeast lifespan up,-29,0,-2,8,-4,-4
NPY Y2 blocker,1,2,1,-1,0,9
Measles CPE,6,3,5,11,14,9
Phagocytosis inh,0,3,-1,-4,1,-1
Yeast growth inh,-15,46*,-14,-20,-19,-5
MRP-1 activ,-4.9,-3.3,-1.9,0.5,-0.8,-1.3
PTEN del growth,74,50,90,95,96,97

(19) Cc1cccc(-n2c(=O)[nH]c3c(C(N)=O)nc(C(C)C)nc32)c1
(20) COC(=O)C1=C(C)N(CCc2ccccc2)C(=O)C1
(21) CCc1c(C)c2cc(Cl)c(O)c(CN(CC)CC)c2oc1=O
(22) O=C(NC1CC1)c1ccc(S(=O)(=O)NCC2CCCCC2)cc1
(23) CC1(C)Nc2ccccc2C(=O)N1NS(=O)(=O)c1ccccc1
(24) O=C1CSC(c2ccco2)N1 (stereo not given)

entry no.,19,20,21,22,23,24
E-sel TNF inh,19,-21,nt,-5,nt,nt
bCat KO growth,95,100,101,95,92,98
GALR2 blocker,-5,-11,-11,2,16,7
Yeast lifespan up,-23,-3,-12,-5,-1,-3
NPY Y2 blocker,1,-1,3,3,9,0
Measles CPE,2,10,8,5,7,4
Phagocytosis inh,nt,0,0,nt,-6,1
Yeast growth inh,-62,-19,-36,-16,-34,15
MRP-1 activ,-2.7,-0.5,-2.0,-2.5,0.7,-3.8
PTEN del growth,81,84,93,94,96,106

(25) O=C(O)CCC(=O)N1CCc2cc(S(=O)(=O)N3CCC(Cc4ccccc4)CC3)ccc21
(26) CCc1ccc(NC(=O)c2noc3c2CCc2ccccc2-3)cc1
(27) CCN(CC(=O)NC(C)(C)C)C(=O)CCl
(28) Cc1cccc(NC2=Nc3ccccc3N3C2=Nc2c(c(C)nn2-c2ccccc2)C3c2ccc(O)c(O)c2)c1 (stereo not given)
(29) Nc1nnnn1/N=C/c1ccco1
(30) O=C(Nc1ccncc1)c1ccc2c(c1)C(=O)N(CC1CCCO1)C2=O (stereo not given)

entry no.,25,26,27,28,29,30
E-sel TNF inh,nt,-2,nt,nt,nt,nt
bCat KO growth,91,85,79,2.3*,87,94
GALR2 blocker,3,-5,-15,45*,15,-8
Yeast lifespan up,5,-14,2,-8,-6,0
NPY Y2 blocker,0,3,0,-1,0,1
Measles CPE,8,4,5,8,11,13
Phagocytosis inh,0,0,nt,nt,0,1
Yeast growth inh,-1,-9,-14,7,15,-30
MRP-1 activ,0.1,-1.6,-6.1,-5.5,0.7,-1.2
PTEN del growth,82,86,92,1.1*,102,97

(31) CCCCSc1nc(C)cc(SCC(=O)N/N=C/c2cccc(OC)c2O)n1
(32) CCN(CCO)Cc1csc2cccc(Br)c12
(33) Cc1ccc(NC(=O)CSc2nnc(CCCCCNC(=O)OC(C)(C)C)o2)c(C)c1
(34) CC(=O)c1cccc(NC(=O)Cc2ccc3c(c2)CCCC3)c1
(35) Cc1ccc(N2CC(C(=O)NC3=NCCS3)CC2=O)cc1C (stereo not given)
(36) Cn1c(N2CCOCC2)c(/C=N/OC(=O)c2ccc(F)cc2)c2ccccc21

entry no.,31,32,33,34,35,36
E-sel TNF inh,-17,-27,-2,-11,12,-27
bCat KO growth,5.3*,110,85,97,96,44
GALR2 blocker,-2,9,-10,1,3,18
Yeast lifespan up,-18,-12,-3,-15,-6,-23
NPY Y2 blocker,0,3,2,5,-1,4
Measles CPE,3,7,13,6,6,5
Phagocytosis inh,nt,0,nt,nt,nt,2
Yeast growth inh,-58,-27,3,2,-54,85*
MRP-1 activ,-3.1,-3.8,-2.4,1.3,-0.5,-4.1
PTEN del growth,4,96,84,99,107,52

(37) Cc1ccc(S(=O)(=O)N2CCC(C(=O)N(C)C3CCS(=O)(=O)C3)CC2)cc1 (stereo not given)
(38) CCn1c(C(=O)NCc2cccnc2)cc2sc(Cl)cc21
(39) CCCCN(CCCNC(=O)CN1C(=O)COc2ccccc21)c1ccccc1
(40) COc1ccc(C)cc1NC(=O)CSc1nnc(CC(=O)Nc2cccc(C(F)(F)F)c2)n1C
(41) CC(=O)CSc1nsc(SCC(C)=O)c1C#N
(42) CCc1c(C)[nH]n(CCC#N)c1=O

entry no.,37,38,39,40,41,42
E-sel TNF inh,-1,-4,-42,50,-32,nt
bCat KO growth,101,96,55,91,67,103
GALR2 blocker,-11,-1,13,-2,7,1
Yeast lifespan up,-16,-19,-11,-5,nt,-13
NPY Y2 blocker,1,1,3,-1,6,1
Measles CPE,14,11,13,21,11,9
Phagocytosis inh,-1,-1,-1,-2,nt,0
Yeast growth inh,-14,-38,-66,0,-4,13
MRP-1 activ,-0.4,-3.6,-1.8,-2.4,-7.1,1.8
PTEN del growth,99,100,60,92,70,102

A different layout for part of the listing above.
39	CCCCN(CCCNC(=O)CN1C(=O)COc2ccccc21)c1ccccc1
- E-sel TNF inh = -42
- bCat KO growth = 55
- GALR2 blocker = 13
- Yeast lifespan up = -11
- NPY Y2 blocker = 3
- Measles CPE = 13
- Phagocytosis inh = -1
- Yeast growth inh = -66
- MRP-1 activ = -1.8
- PTEN del growth = 60

40	COc1ccc(C)cc1NC(=O)CSc1nnc(CC(=O)Nc2cccc(C(F)(F)F)c2)n1C
- E-sel TNF inh = 50
- bCat KO growth = 91
- GALR2 blocker = -2
- Yeast lifespan up = -5
- NPY Y2 blocker = -1
- Measles CPE = 21
- Phagocytosis inh = -2
- Yeast growth inh = 0
- MRP-1 activ = -2.4
- PTEN del growth = 92

41	CC(=O)CSc1nsc(SCC(C)=O)c1C#N
- E-sel TNF inh = -32
- bCat KO growth = 67
- GALR2 blocker = 7
- Yeast lifespan up = nt
- NPY Y2 blocker = 6
- Measles CPE = 11
- Phagocytosis inh = nt
- Yeast growth inh = -4
- MRP-1 activ = -7.1
- PTEN del growth = 70

Continued.
(43) COc1ccc2nc(SCC(=O)Nc3ccc4c(c3)OCCO4)[nH]c2c1
(44) Cc1ccc(-c2cc(C(=O)N3CCCC3)no2)cc1
(45) Cc1ccc(S(=O)(=O)N[C@H](C(=O)OCn2nnc3ccccc3c2=O)C(C)C)cc1
(46) COC(=O)c1sccc1NC(=O)c1ccncc1
(47) CC(=O)c1cccc(NC(=O)NCCS(C)=O)c1 (stereo not given)
(48) O=C(NC1(C(F)(F)F)NC(=O)N(Cc2cccnc2)C1=O)c1cccs1 (stereo not given)

entry no.,43,44,45,46,47,48
E-sel TNF inh,1,-14,-52,8,12,23
bCat KO growth,94,113,84,98,96,92
GALR2 blocker,7,0,-3,5,1,11
Yeast lifespan up,-5,-18,3,-20,-9,-3
NPY Y2 blocker,8,2,5,4,1,3
Measles CPE,16,5,5,2,8,21
Phagocytosis inh,nt,0,-1,3,nt,-1
Yeast growth inh,-24,-4,-40,-26,-45,-17
MRP-1 activ,-1.8,0.7,-0.1,-0.5,-0.1,1.1
PTEN del growth,93,102,nt,116,98,110

(49) COc1ccc(-c2nnc(-c3ccc(N(C)C)cc3)o2)cc1
(50) CC(=O)Nc1ccc(OCC(O)CN2CCN(Cc3ccccc3)CC2)cc1 (stereo not given)
(51) Cc1ccc(C(=O)Nc2ccc3c(c2)ncn3C)cc1
(52) Cc1cc(-c2ccccc2)c(C#N)c(=S)[nH]1
(53) COC(=O)CCN1CCC(C(N)=O)CC1

entry no.,49,50,51,52,53
E-sel TNF inh,-19,33,-5,-11,0
bCat KO growth,97,94,105,94,89
GALR2 blocker,1,1,15,10,-15
Yeast lifespan up,-19,-22,-15,-1,-19
NPY Y2 blocker,-1,2,0,17*,2
Measles CPE,6,17,7,5,3
Phagocytosis inh,-2,0,-2,nt,1
Yeast growth inh,-56,-1,1,-17,-6
MRP-1 activ,0.4,2.7,1.9,0.5,-2.5
PTEN del growth,101,109,89,100,107
